# Autophagy mod – autophagy modulators in MEF cells, primary screen, imaging, high-content, MEF GFP-LC3 | MEF GFP-LC3 puncta imaging; test concentration mostly 10 µM | calls only at 10 µM (by protocol) | 0.98% of 190,000 active | AID 463193, 2010;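 active = percentage of spot-positive cells more than 3 SD above its plate mean, without a fluorescence outlier flag or 80% toxicity; inconclusive = no clear call, values can overlap the other calls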;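 also: spot-positive cell cutoff set from DMSO-treated cells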
# Ins promoter up – insulin promoter activators in MIN6 cells, imaging, high-content screening, mouse beta cells. MIN6 insulin promoter-GFP reporter; stronger effect = higher value. z-score at 5 µM. 0.3% of 190,000 active. AID 1625, 2009;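 active = z-score above 3 at 5 µM with at least 500 cells counted in the well; inconclusive = wells under 500 cells, flagged as cytotoxic or low count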
# b-catenin transl – modulators of beta-catenin nuclear translocation, primary screen, imaging, HeLa cells, immunofluorescence, high-content; 0.3% of 190,000 active; nuclear translocation activity, % at 5 µM; AID 1665, 2009;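 active = nuclear translocation activity above 50% at 5 µM, with a well cell count of 50 or more; inconclusive = wells under 50 cells across six images, flagged as toxic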;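 also: per-cell ratio of nuclear to cytoplasmic median beta-catenin stain intensity; plate controls were DMSO negative control for no effect and GSK-3 inhibitor IX positive control for full effect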
#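 Signal – beta-catenin immunofluorescence imaging with DAPI · Test system – human HeLa cell line · Dosing – 5 µM primary single dose, 0.1% DMSO, 0.02–20 µM confirmation series · Measure – % activation, nuclear-to-cytoplasmic median beta-catenin signal ratio per cell · Incubation – 24 h compound exposure at 37°C, 5% CO2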
# human PMI inhibition – inhibitors of human PMI, primary screen, biochemical, fluorescence intensity, coupled assay (AID 1209); purified PMI enzyme, coupled fluorescence intensity; higher % means a stronger effect; one-dose inhibition, % at 20 µM; IC50 in µM for titrated hits; 0.42% of 190,000 active;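 also: plate controls were DMSO vehicle for no effect and wells lacking substrate for full effect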
# Yfh1-depleted yeast – enhancers of respiration in Yfh1-depleted yeast, dose response, Friedreich's ataxia, plus single-dose screen (AID 1465); S. cerevisiae Yfh1-off respiration, WST-1 reduction, 72 h; higher fold induction means a stronger effect; fold induction at 50 µM; hits with a dose series show EC50 in µM; 0.074% of 220,000 active;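 active = fold induction of absorbance versus untreated yeast above a set limit, then at least 30% activation at any dose in follow-up; inconclusive = repeats straddling the limit, or above it without dose testing; inactive = fold induction below the set limit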;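 also: activators that raise dye reduction in frataxin-depleted yeast; strong numbers were not always called active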
# MT stabilize HCS – microtubule stabilizers in HeLa cells, primary screen, imaging, high-content imaging | HeLa tubulin immunostaining HCS, 24 h; share of cells brighter than vehicle mean+2SD | % tubulin-high responders, % at 10 µM | 0.83% of 200,000 active;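 active = plate Z-score above 3 for both tubulin-high and condensed-nucleus cell shares, with cell loss under 80%, at 10 µM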;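 also: anti alpha tubulin signal scored within the nucleus-defined area of each cell; some results filed as inactive read as strong as hits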
# PMI inhibition – human PMI inhibitors, high substrate, primary screen, biochemical, fluorescence intensity, high mannose 6-phosphate (AID 1220). Mannose-6-phosphate isomerase (Homo sapiens). recombinant PMI enzyme, coupled fluorescence intensity; higher % means a stronger effect. one-dose inhibition, % at 20 µM; IC50 in µM for titrated hits. 0.66% of 190,000 active
# WT yeast gro inh – growth inhibition of WT strain, primary screen, mitochondrial fusion inhibitor project, WT and mutant strains, chemical genetic; mitochondrial fusion phenotypic screen; 2.1% of 190,000 active; AID 1362, 2008; inhibition, % at 10 µM; in the data active = inhibition above about 58%; tested in S. cerevisiae
# Dynein transport – inhibitors of GR-EGFP nuclear translocation, primary screen, dynein cargo transport inhibitor project, imaging, high-content, 3617.4 mouse cells | test concentration mostly 20 µM; stimulated with dexamethasone, 1 µM; stronger effect = lower value | z-score, hits read low | 0.47% of 220,000 active;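 active = plate z-score of nuclear minus cytoplasmic receptor signal below a set negative limit, without overly bright fluorescence or cell loss, cut at about -3.5 in these data, passing the limit was not always enough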;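 also: z-score of nuclear minus cytoplasmic ring GR-EGFP intensity difference per well; some compounds called inactive have numbers as strong as hits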
#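 Buffer or medium: tet-free, stripped-serum medium; reagent: dexamethasone at 1.0 µM final, 30 min; incubation: 48 h induction, 1 h compound, 30 min dex at 37 °C; measured by: formaldehyde fixation, Hoechst nuclear stain, 10x automated fluorescence imaging; read-out: nuclear-to-cytoplasmic GR-EGFP distribution per well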
# WT yeast gro inh mutant strain – also measured in WT yeast gro inh; calls as there; inhibition, %; mitochondrial fusion phenotypic screen, mutant strain inhibition
# Dynein transport cytoplasmic EGFP – further read-out of Dynein transport, marked with its call; z-score; measured here: cytoplasmic GR-EGFP intensity; stronger effect = higher value
# Dynein transport nuclear GR-EGFP – recorded beside Dynein transport, whose call it bears; z-score; measured here: nuclear GR-EGFP intensity;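 lower value marks the stronger effect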
# Dynein transport cell count – second read-out of Dynein transport, no call of its own (marks repeat the call); z-score; measured here: cell count per field
# Ins promoter up cell count – further read-out of Ins promoter up, marked with its call; cell count; measured here: cytotoxicity, nuclei count;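 total cells summed across four imaged fields per well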
# b-catenin transl cell count 5 µM – further read-out of b-catenin transl, marked with its call; cell count; measured here: cell count, cytotoxicity flag
# MT stabilize HCS Hoechst-high % – also measured in MT stabilize HCS; calls as there; % Hoechst-high responders; measured here: nuclear condensation Hoechst responders;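 share of cells brighter than vehicle mean plus two SD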
# MT stabilize HCS cytotoxicity % – second read-out of MT stabilize HCS, no call of its own (marks repeat the call); toxicity, %; measured here: cytotoxicity by cell density;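 0% = mean cell density of plate MIN control wells and 100% = no cells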
# Autophagy mod cell loss 18 h – also measured in Autophagy mod; calls as there; toxicity, %; measured here: cell loss, nuclei count;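 cell loss after 18 h compound exposure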
# * hit, by the source's call; i = inactive; ? = inconclusive; · = no result given. Rule as the data show it, unless noted: active = inhibition above about 50%; inactive = the rest.
# Start of the data: the first 3 records, ahead of the listing:
SMILES,Autophagy mod,Autophagy mod cell loss 18 h,Ins promoter up,Ins promoter up cell count,b-catenin transl,b-catenin transl cell count 5 µM,human PMI inhibition,Yfh1-depleted yeast,MT stabilize HCS,MT stabilize HCS Hoechst-high %,MT stabilize HCS cytotoxicity %,PMI inhibition,WT yeast gro inh,WT yeast gro inh mutant strain,Dynein transport,Dynein transport cytoplasmic EGFP,Dynein transport nuclear GR-EGFP,Dynein transport cell count
O=C(O)CC(Sc1n[nH]c(=S)s1)C(=O)O (stereo unspecified),·,·,0.48,1450,-3.0,1135,·,i,·,·,·,·,·,·,0.26,-0.11,0.15,0.21
Cc1cc(C(=O)CSc2nnc(Nc3ccccc3)s2)c(C)n1CC1CCCO1 (stereo unspecified),i,-10,-0.32,909,0.8,1201,1%,i,1.3,1.2,11,4%,-1,14,-0.11,-0.21,0.093,0.31
CN1CCN(c2nc(NCCOC34CC5CC(CC(C5)C3)C4)nc(OCC(F)(F)F)n2)CC1,i,-2,-0.44,1319,1.0,1039,3%,·,9.0,5.1,4.6,-3%,83*,34*,-0.54,-0.26,0.53,0.6

# All compounds of this part, from the start:
SMILES,Autophagy mod,Autophagy mod cell loss 18 h,Ins promoter up,Ins promoter up cell count,b-catenin transl,b-catenin transl cell count 5 µM,human PMI inhibition,Yfh1-depleted yeast,MT stabilize HCS,MT stabilize HCS Hoechst-high %,MT stabilize HCS cytotoxicity %,PMI inhibition,WT yeast gro inh,WT yeast gro inh mutant strain,Dynein transport,Dynein transport cytoplasmic EGFP,Dynein transport nuclear GR-EGFP,Dynein transport cell count
O=C(O)CC(Sc1n[nH]c(=S)s1)C(=O)O (stereo unspecified),·,·,0.48,1450,-3.0,1135,·,i,·,·,·,·,·,·,0.26,-0.11,0.15,0.21
Cc1cc(C(=O)CSc2nnc(Nc3ccccc3)s2)c(C)n1CC1CCCO1 (stereo unspecified),i,-10,-0.32,909,0.8,1201,1%,i,1.3,1.2,11,4%,-1,14,-0.11,-0.21,0.093,0.31
CN1CCN(c2nc(NCCOC34CC5CC(CC(C5)C3)C4)nc(OCC(F)(F)F)n2)CC1,i,-2,-0.44,1319,1.0,1039,3%,·,9.0,5.1,4.6,-3%,83*,34*,-0.54,-0.26,0.53,0.6
CN(C)S(=O)(=O)c1cccc(NC(=O)CSc2nc3ccccc3n2-c2ccccc2)c1,i,5,-0.34,1499,-1.9,1001,8%,i,5.1,1.3,1.9,-5%,19,17,1.6,-0.21,1.1,-2.1
CC(=O)c1ccc2c(c1)OCCOCCOc1ccccc1OCCOCCO2,·,·,-0.32,1398,-3.1,1140,·,i,·,·,·,·,·,·,0.08,-0.31,-0.057,0.6
O=C(NCc1ccc2c(c1)OCO2)c1ccc(Cl)s1,i,10,0.19,1681,-3.4,994,-6%,i,3.9,1.8,4.2,1%,3,16,-0.14,-0.29,0.65,-0.63
Cc1cccc(N2CCN(S(=O)(=O)c3cccc4nonc34)CC2C)c1 (stereo unspecified),i,-9,1.4,1292,-1.2,1063,20%,i,1.1,2.3,3.7,26%,6,0,-0.013,-0.31,-0.37,0.44
OC1COC(OCc2ccccc2)C(O)C1O (stereo unspecified),·,·,-0.36,1401,-0.3,1258,·,i,·,·,·,·,·,·,0.29,-0.27,-0.083,0.4
COC(=O)/C=C1\N/C(=N\c2nc(C)cc(C)n2)N(c2ccc(C)c(C)c2)C1=O,i,-4,-0.05,1146,7.3,485,3%,i,5.9,3.3,8.0,0%,-4,-5,1.6,-0.093,0.51,-0.91
CCC(C)NC(=S)N1CCN(Cc2ccc3c(c2)OCO3)CC1 (stereo unspecified),i,7,-0.08,1505,-0.1,1523,10%,i,4.0,1.6,7.9,4%,-13,-12,1.1,-0.25,0.12,0.017
COC(=O)c1cccn(CC(=O)c2ccc(Cl)cc2)c1=O,i,9,0.3,1553,0.4,1475,3%,i,1.7,1.0,6.1,-3%,2,3,0.29,-0.22,0.22,-0.33
COCCNC(=O)c1c(N)n(-c2ccccc2)c2nc3ccccc3nc12,i,0,-0.47,1332,-3.5,1001,36%,i,3.8,1.3,3.5,55%*,-13,5,0.13,0.37,0.074,0.52
Cc1nc2c(C(=O)N3CCN(C)CC3)cnn2c(C)c1Cc1ccc(Cl)cc1,i,-10,0.07,905,·,·,5%,i,1.7,1.7,8.0,8%,0,-1,0.68,-0.087,0.067,-0.42
COc1cc(C)ccc1OCCOc1cc(C)ccc1Cl,i,3,·,·,-1.5,1180,-2%,i,1.7,0.6,4.7,-4%,23,-11,-0.18,-0.21,-0.29,0.16
Cc1cc(C(=O)N/N=C/c2cccc(Cl)c2Cl)no1,i,2,0.28,841,0.9,1059,12%,i,1.4,1.6,7.7,3%,6,-9,1.3,-0.11,0.93,-0.96
COc1ccc(N(C(C)C(=O)NCc2ccco2)S(C)(=O)=O)cc1 (stereo unspecified),i,-7,-0.8,1265,-6.0,1008,-5%,i,6.3,3.8,8.1,-1%,9,0,-0.57,-0.2,-0.08,0.54
O=C(NC1CSC/C1=N\O)c1ccccc1 (stereo unspecified),i,-8,0.58,1229,-3.7,783,-6%,i,1.6,1.6,7.4,5%,7,1,-0.67,-0.22,-0.21,0.82
CCC(C)[C@H](NC(=O)NCCC1=CCCCC1)C(=O)OC (stereo partly specified),·,·,-0.33,1126,0.0,1289,·,i,·,·,·,·,·,·,-0.34,-0.22,-0.23,-0.35
CCCCNC(=O)n1c(=O)oc2ccc(Cl)cc21,i,-1,0.37,1484,0.6,1305,3%,i,1.9,1.1,6.1,-1%,13,13,-0.36,-0.13,-0.36,2.2
CS(=O)(=O)N1CCC(C(=O)Nc2cc(Cl)ccc2Cl)CC1,i,25,-1.3,1419,-0.2,1535,5%,i,2.7,2.0,1.7,8%,18,8,0.5,-0.13,0.62,-1
Cc1ccc(OC(=O)c2oc3ccc(F)cc3c2C)c(C)c1,i,-26,0.25,662,-0.5,1339,12%,i,2.8,2.4,4.7,12%,0,5,0.32,0.2,0.76,0.2
O=C(Nc1cccc(Cl)c1)c1cc(N=Nc2ccc([N+](=O)[O-])cc2Cl)ccc1O,·,·,-0.18,1292,1.9,1019,·,i,·,·,·,·,·,·,-0.79,-0.23,-0.38,0.26
CCOc1ccc(OCC)c(NC(=O)CSc2nc3c(c(=O)n(C)c(=O)n3C)n2C)c1,·,·,0.43,938,-4.3,985,6%,·,·,·,·,8%,·,·,·,·,·,·
CC(=O)c1cccc2c(O)c(C3=Nc4ccccc4C3=O)[nH]c12,i,10,·,·,5.1,431,16%,?,2.7,2.1,2.7,40%,26,24,-0.43,0.36,-0.22,-0.21
FC(F)(F)c1cccc(Cc2noc(CN3CCCC(OCc4ccccn4)C3)n2)c1 (stereo unspecified),i,-2,0.12,1366,-1.6,1067,-2%,i,2.5,1.7,4.0,0%,11,-4,-0.23,-0.29,0.0091,1.1
SMILES,Autophagy mod,Autophagy mod cell loss 18 h,Ins promoter up,Ins promoter up cell count,b-catenin transl,b-catenin transl cell count 5 µM,human PMI inhibition,Yfh1-depleted yeast,MT stabilize HCS,MT stabilize HCS Hoechst-high %,MT stabilize HCS cytotoxicity %,PMI inhibition,WT yeast gro inh,WT yeast gro inh mutant strain,Dynein transport,Dynein transport cytoplasmic EGFP,Dynein transport nuclear GR-EGFP,Dynein transport cell count
CC1(C)C([N+](=O)[O-])C(c2ccc(F)cc2)NC(c2ccc(F)cc2)C1[N+](=O)[O-] (stereo unspecified),·,·,-0.97,1022,1.4,1251,·,i,·,·,·,·,·,·,-0.59,0.58,-0.21,0.43
COc1cc(CC(=O)O)ccc1OCc1ccccc1,·,·,-0.13,1477,-1.9,1141,·,i,·,·,·,·,·,·,-0.092,-0.29,-0.26,0.55
CCOc1ccc(S(=O)(=O)Nc2cc(Sc3ncn[nH]3)c3oc(=O)sc3c2)cc1,i,60,0,1411,-2.2,1003,-1%,i,1.2,3.6,15,0%,-27,-12,-0.25,-0.071,0.23,0.57
O=C(N/N=C/c1ccc([N+](=O)[O-])cc1)c1cc(-c2ccc3c(c2)OCO3)n[nH]1,·,·,0.36,968,-1.1,1302,·,i,·,·,·,·,·,·,-0.4,-0.026,-0.085,0.38
Nc1ncnc2nc(N3CCN(C(=O)c4ccccc4)CC3)[nH]c12,i,-8,0.97,1266,-2.2,916,-3%,i,1.2,1.8,5.8,-3%,4,-4,-0.29,-0.22,-0.21,0.18
O=c1c2[nH]c3ccccc3c2ncn1C1CCCCC1,i,10,-0.33,1307,-3.5,958,2%,i,1.6,2.1,12,-4%,1,3,1.3,-0.12,0.88,-0.67

# Screening data as filed in PubChem.
